ROMK mod: human ROMK K+ channel modulation, primary screen; P48048; Tet-inducible ROMK, thallium flux fluorescence; actives lie on both sides; B-score at 10 µM; 130,000 tested, 2% active;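 active = signal ratio slope over the read window, or its plate-corrected B-score, at least 3 SD from the plate mean, either direction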;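 note: B-score of the F/F0 ratio slope over 7 to 12 s after thallium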
APP 5UTR inh: APP translation inhibition; 190,000 tested, 0.82% active; SH-SY5Y APP 5'UTR-luciferase reporter, luminescence; inhibition, % at 2 µM;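 active = inhibition above a set limit, derived from the sample mean plus 3 SD, cut at about 45% in these data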; note: values of inactives mirror those of a sister screen read the other way
NF-kB expr up: compounds increasing NF-kB expression in human neuronal cells; NF-kB reporter expression; stronger effect = higher value; fold change at 12.5 µM; 190,000 tested, 1.6% active; AID 1239; in the data active = fold change above about 3.3
APP 5'UTR act: activates APP 5'UTR luciferase reporter. SH-SY5Y APP 5'UTR luciferase reporter, luminescence; zero percent = DMSO vehicle wells. activation, % at 2 µM. 190,000 tested, 1% active. AID 1276;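 active = activation above a set limit, based on mean plus 3 SD of controls, cut at about 140% in these data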; note: values of inactives mirror those of a sister screen read the other way
FLuc inhib CS: counter-screen for luciferase assay inhibitors: firefly luciferase inhibition. ATPLite firefly luciferase biochemical luminescence, 10 min. 200,000 tested, 1.5% active. inhibition, % at 10 µM. P08659;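 active = inhibition above about 50% when tested at 10 µM, limit read from the data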
Target sequence (P08659 whole entry, looked up): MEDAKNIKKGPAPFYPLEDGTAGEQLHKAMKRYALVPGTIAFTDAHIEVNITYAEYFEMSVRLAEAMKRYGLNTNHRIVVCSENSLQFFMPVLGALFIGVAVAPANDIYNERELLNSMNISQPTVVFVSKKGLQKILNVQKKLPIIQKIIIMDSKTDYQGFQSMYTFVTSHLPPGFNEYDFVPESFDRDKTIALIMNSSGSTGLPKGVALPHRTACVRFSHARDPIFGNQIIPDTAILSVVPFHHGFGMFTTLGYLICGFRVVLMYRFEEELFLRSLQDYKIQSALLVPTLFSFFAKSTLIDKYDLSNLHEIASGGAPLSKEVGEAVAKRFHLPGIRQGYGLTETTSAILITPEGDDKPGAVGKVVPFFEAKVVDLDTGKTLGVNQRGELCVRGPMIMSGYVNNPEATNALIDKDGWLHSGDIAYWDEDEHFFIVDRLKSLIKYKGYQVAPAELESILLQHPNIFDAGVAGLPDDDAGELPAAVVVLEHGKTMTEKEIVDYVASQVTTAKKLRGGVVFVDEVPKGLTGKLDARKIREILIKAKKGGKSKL
FLuc stim CS: affects firefly luciferase, flagging false hits in luciferase stimulation screens. P08659. AID 1027. ATPlite luciferase biochemical, luminescence, 10 min; 0 = ATP-free wells, 1 = DMSO control. activation factor at 10 µM. 200,000 tested, under 10 active;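 active = luciferase activation factor, scaled between plate controls, of at least 2 with compound at 10 µM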
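assay system = Luciferase/luciferin detection reagent, cell-free biochemical luciferase assay | also added = ATP substrate | times = 10 min post-reagent at room temperature | measured by = luminescence from luciferase reaction | measure = luciferase activation, seen as luminescence increase over controls | benchmarks = low control with PBS replacing ATP, high control enzyme plus ATP without compound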
* = called active by the depositor; . = no result given. An excerpt. The share of hits here may be higher or lower than overall.

SMILES	ROMK mod	APP 5UTR inh	NF-kB expr up	APP 5'UTR act	FLuc inhib CS	FLuc stim CS
CC(N=Cc1c(O)n(C2CC2)c(=S)[nH]c1=O)c1ccccc1 (configuration not stated)	-0.35	.	.	.	.	.
C/C(=N\NC(=O)c1ccccc1)c1c(O)n(Cc2ccccc2)c(=O)[nH]c1=O	0.91	.	.	.	.	.
CN=C(SCC(=O)c1cccc(Cl)c1)c1c(O)n(C)c(=O)n(C)c1=O	-0.24	.	.	.	.	.
COC(=O)c1cn(C(=O)c2cccc3ccccc23)c2ccccc12	-0.13	.	.	.	.	.
CC(=NCc1ccc2c(c1)OCO2)c1c(O)n(-c2ccc(C)cc2)c(=O)[nH]c1=O	0.49	.	.	.	.	.
O=C(O)CCC(=O)NCCC1=c2ccccc2=N/C1=C\c1c(O)n(Cc2ccc(F)cc2)c(=S)[nH]c1=O	-0.071	.	.	.	.	.
COc1ccc(C2c3c(nc(C)[nH]c3=O)Oc3c2c(=O)oc2ccccc32)cc1 (configuration not stated)	0.69	.	.	.	.	.
FCCN(CCF)c1cccc(Cl)c1	0.43	.	.	.	.	.
CCOc1cc(/C=C2\C(=O)NC(=O)N(C)C2=O)cc([N+](=O)[O-])c1O	0.066	.	.	.	.	.
Cc1cccc(OP(N)(=O)Oc2cccc(C)c2C)c1C	-0.76	.	.	.	.	.

Given as a markdown table: seven of the compounds above
| compound | ROMK mod | APP 5UTR inh | NF-kB expr up | APP 5'UTR act | FLuc inhib CS | FLuc stim CS |
| --- | --- | --- | --- | --- | --- | --- |
| CN=C(SCC(=O)c1cccc(Cl)c1)c1c(O)n(C)c(=O)n(C)c1=O | -0.24 | . | . | . | . | . |
| COC(=O)c1cn(C(=O)c2cccc3ccccc23)c2ccccc12 | -0.13 | . | . | . | . | . |
| CC(=NCc1ccc2c(c1)OCO2)c1c(O)n(-c2ccc(C)cc2)c(=O)[nH]c1=O | 0.49 | . | . | . | . | . |
| O=C(O)CCC(=O)NCCC1=c2ccccc2=N/C1=C\c1c(O)n(Cc2ccc(F)cc2)c(=S)[nH]c1=O | -0.071 | . | . | . | . | . |
| COc1ccc(C2c3c(nc(C)[nH]c3=O)Oc3c2c(=O)oc2ccccc32)cc1 (configuration not stated) | 0.69 | . | . | . | . | . |
| FCCN(CCF)c1cccc(Cl)c1 | 0.43 | . | . | . | . | . |
| CCOc1cc(/C=C2\C(=O)NC(=O)N(C)C2=O)cc([N+](=O)[O-])c1O | 0.066 | . | . | . | . | . |

More records
SMILES	ROMK mod	APP 5UTR inh	NF-kB expr up	APP 5'UTR act	FLuc inhib CS	FLuc stim CS
C=CCn1c(O)c(C(C)=NCCCn2ccnc2)c(=O)[nH]c1=O	-0.26	.	.	.	.	.
CCCOC(=O)Nc1ccc([As](=O)(O)O)cc1NC(=O)OCCC	-0.4	.	.	.	.	.
Cc1ccc2[nH]c(=S)n(-c3cccnc3)c(=O)c2c1	0.2	.	.	.	.	.
COc1ccc(C(=O)N/N=C/C23CC[C@@H](O)CC2(O)CC[C@@H]2[C@@H]3CCC3(C)C(C4=CC(=O)OC4)CCC23O)cc1 (some centres not stated)	-0.62	.	.	.	.	.
COc1ccc(Cc2c(O)[nH]c(=O)[nH]c2=O)c(OC)c1	-0.095	.	.	.	.	.
C[N+]1(C)C2CCC1CC(OC(=O)c1ccco1)C2 (configuration not stated)	0.7	.	.	.	.	.
CC(=NCc1cccnc1)c1c(O)n(-c2ccc(Cl)cc2)c(=O)[nH]c1=O	0.7	.	.	.	.	.
CCC(=NCCCn1ccnc1)c1c(O)n(-c2ccc(OC)cc2)c(=O)[nH]c1=O	-1.6	.	.	.	.	.
O=C1OC(c2ccc(Br)cc2)=N/C1=C\N1CC2CC(C1)c1cccc(=O)n1C2 (configuration not stated)	-0.77	.	.	.	.	.
Cc1ccc(S(=O)(=O)N2CC2(C)CCl)cc1 (configuration not stated)	0.06	.	.	.	.	.
Cc1nc(SCc2c(Cl)cccc2Cl)nc(OC(=O)N(C)C)c1C	-0.6	.	.	.	.	.
C/C(=N\Nc1ccccc1)c1c(O)[nH]c(=O)[nH]c1=O	1	.	.	.	.	.
CC(C)(CN)CC(=O)O	0.65	.	.	.	.	.
OC1C2CN3CN(C2)CC1(c1ccccc1)C3 (configuration not stated)	-0.7	.	.	.	.	.
O=c1[nH]c(=O)n(-c2ccc(Br)cc2)c(O)c1C=NCCN1CCCCC1	0.76	.	.	.	.	.
CCCCCCCCCCCCn1ccc(=N)cc1	-11*	.	.	.	.	.
CC1C(C)N1CC(O)Cn1ccnc1[N+](=O)[O-] (configuration not stated)	0.24	.	.	.	.	.
COc1ccccc1-n1c(O)c(/C=N/N2CCCCC2)c(=O)n(-c2ccccc2OC)c1=S	0.071	.	.	.	.	.
NNc1n[nH]c(=S)n1N	-0.17	.	.	.	.	.
CC1(C)C2SCC(=O)N2CCN1CC(=O)NN (configuration not stated)	1.3	.	.	.	.	.
Clc1ccccc1CN1CCN(c2cccc3[nH]ccc23)CC1	0.1	.	.	.	.	.
C/C=C/CC1(CC)C(=O)NC(=S)NC1=O	0.42	.	.	.	.	.
C=CCn1c(O)c(C(CC)=NCC2CCCO2)c(=O)[nH]c1=O (configuration not stated)	0.44	.	.	.	.	.
CC(C(=O)c1c[nH]c2ccccc12)N1CCOCC1 (configuration not stated)	0.59	.	.	.	.	.
O=c1[nH]c(=O)n(Cc2ccc(F)cc2)c(O)c1/C=N/Nc1ccccc1	-0.52	.	.	.	.	.
O=C1OC(c2ccc(Cl)cc2)=N/C1=C\N1CC2CC(C1)c1cccc(=O)n1C2 (configuration not stated)	-2.5	.	.	.	.	.
O=C1NC(=O)N(Cc2ccc(F)cc2)C(=O)/C1=C\C=C\c1ccco1	-1.2	.	.	.	.	.
O=C1/C(=C\c2ccncc2)N2CCC1CC2	-3	.	.	.	.	.
CC(C)Cc1nnc(NC(=O)CCC(=O)N2CCC3(CC2)OCCO3)s1	1	.	.	.	.	.
Oc1ccc2c3c1O[C@H]1c4[nH]c5ccccc5c4C[C@@]4(O)C(C2)N(CC2CC2)CC[C@]314	.	.	.	.	0	1

As entered above.
For ROMK mod, `CCOc1cc(/C=C2\C(=O)NC(=O)N(C)C2=O)cc([N+](=O)[O-])c1O` is entered as 0.066
For FLuc stim CS, `Oc1ccc2c3c1O[C@H]1c4[nH]c5ccccc5c4C[C@@]4(O)C(C2)N(CC2CC2)CC[C@]314` is entered as 1
For ROMK mod, `Cc1ccc(S(=O)(=O)N2CC2(C)CCl)cc1` (configuration not stated) is entered as 0.06

More structures follow.
SMILES	ROMK mod	APP 5UTR inh	NF-kB expr up	APP 5'UTR act	FLuc inhib CS	FLuc stim CS
C#CCN(C)[C@H](C)Cc1ccccc1	.	.	.	.	-3	1
CN[C@@H]1C[C@@H](c2ccc(Cl)c(Cl)c2)c2ccccc21	.	.	.	.	-1	1
CN1CC[C@]2(c3cccc(O)c3)Cc3nc4ccccc4cc3C[C@H]2C1	.	.	.	.	1	1
Cn1ncnc2c(=O)n(C)c(=O)nc1-2	.	.	.	.	-6	1.1
NC(=O)CS(=O)C(c1ccccc1)c1ccccc1 (configuration not stated)	.	.	.	.	-6	1.1
CC(=Nc1ccc2c(c1)CCC2)c1c(O)n(C)c(=O)n(C)c1=O	.	.	.	.	-2	1
CCCCCCCCCOc1ccc2[nH]cc(CCN)c2c1	.	.	.	.	-1	1
COc1cc(N)c(Cl)cc1C(=O)NC1CN2CCC1CC2 (configuration not stated)	.	.	.	.	-4	1
CCCCC/C=C\C/C=C\C/C=C\C/C=C\CCCC(=O)Nc1ccc(O)cc1	.	.	.	.	-4	1
CCN(C(C)=O)c1cccc(-c2ccnc3c(C#N)cnn23)c1	.	.	.	.	-7	1.1
O=c1[nH]c(=S)n(-c2ccccc2)c(O)c1/C=N/N1CCCCC1c1cccnc1 (configuration not stated)	.	-1	.	1	.	.
Cc1ccc(C)c(NC(=O)CSc2nnc([C@@H](N)Cc3c[nH]c4ccccc34)o2)c1	.	.	1	.	-2	1

Whole records as entered above. Order of screens: ROMK mod	APP 5UTR inh	NF-kB expr up	APP 5'UTR act	FLuc inhib CS	FLuc stim CS
CCCCC/C=C\C/C=C\C/C=C\C/C=C\CCCC(=O)Nc1ccc(O)cc1 in the list: .	.	.	.	-4	1
Cn1ncnc2c(=O)n(C)c(=O)nc1-2 in the list: .	.	.	.	-6	1.1
